# PAFAH2 FP inh = inhibitors of human PAFAH2. Q99487. recombinant PAFAH2, FP-rhodamine activity probe, fluorescence polarization. inhibition, % at 3.39 µM. 340,000 compounds, 0.99% hits;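 active = inhibition above the mean over all tested compounds plus 3 SD, cut at about 30% in these data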;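 note: inhibitors block probe labeling of enzyme so polarization drops; 0% = enzyme with DMSO and 100% = wells lacking PAFAH2 protein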
# Numbers without * were called inactive. A portion of the library; the hit share may differ from the screen's.
SMILES,PAFAH2 FP inh
COc1ccc(-n2c(N)cc(=O)nc2SCC(=O)NC2CCCCC2)cc1,4
COc1ccc(C(C(=O)NCC2CCCO2)N(C(=O)c2snc(C(N)=O)c2N)c2ccccc2)cc1OC (stereo unspecified),0
O=C(NCC(c1cccs1)N1CCOCC1)c1cc(S(=O)(=O)N2CCOCC2)ccc1Cl (stereo unspecified),5
Cc1ccc(Nc2nc(N)nc(COC(=O)c3ccc(Br)o3)n2)cc1,7
N#C/C(=C/c1ccc(N2CCCCC2)o1)C(=O)Nc1ccc2ccccc2c1,14
CCOC(=O)c1cnc2ccc(Br)cc2c1NCC(C)O (stereo unspecified),-1
CNc1ncnc(NC)c1[N+](=O)[O-],-3
O=C(COC(=O)C1CCN(c2ccc(C(F)(F)F)cn2)CC1)NCc1cccc(Cl)c1,-3
CN(C)C(=O)c1ccc(NC(=O)c2cc(-c3ccco3)nc3ccccc23)cc1,8
CCCn1c(N)c(N(CCOC)C(=O)CSc2cc(C)c3ccccc3n2)c(=O)[nH]c1=O,3
S=c1[nH]nc(-c2ccccc2)n1/N=C/c1ccc(Cl)cc1,3
O=c1[nH]c(=S)[nH]c(O)c1/C=C1\C=Nc2ccccc21,5
Cc1cc(C)cc(N(C(=O)c2ccccn2)C(C(=O)NC2CCCCC2)c2ccncc2)c1 (stereo unspecified),9
COc1ccc2c(c1)c1ccc3c(c1n2C)C(=O)C=CC3=O,36*
Cc1ccc(C)c(S(=O)(=O)N(C)c2ccc(OC(=O)C3CCN(C(=O)c4ccc(F)cc4)CC3)cc2)c1,6
Cc1ccc2oc3c(c(=O)c2c1)C(c1cccc(Br)c1)N(Cc1ccco1)C3=O (stereo unspecified),-5
COc1ccc(CCNC(=O)C2CCN(S(=O)(=O)c3ccc(C)cc3)CC2)cc1OC,-7
Cc1ccc(-c2nn(-c3ccc(F)cc3)cc2C(=O)NCCCN2CCCC2=O)cc1,-3
COc1cccc(OCC(=O)NNC(=O)c2ccc3ccccc3c2O)c1,0
COC1C(CO)OC(n2c3c(Cl)cccc3c3c4c(c5c6cccc(Cl)c6[nH]c5c32)C(=O)NC4=O)C(O)C1O (stereo unspecified),-10
Cc1nn(-c2ccccc2)c(Cl)c1C(=O)OCC(=O)NCCc1ccccc1,2
O=C(c1cccc(Cl)c1)N1CCN(Cc2ccncc2)CC1,4
O=[N+]([O-])c1ccc(O)c(C=NNc2ccc(S(=O)(=O)O)cc2)c1,6
CC(=O)N1CCN(C(=O)c2cccc(S(=O)(=O)Nc3c(C)n(C)n(-c4ccccc4)c3=O)c2)CC1,3
COC(=O)C[C@H]1C=C[C@@H](C(C(=O)OC)C(=O)OC)CN1C(C)=O,-9
CC1CCCN(S(=O)(=O)c2cc(C(=O)NCCc3ccc(S(N)(=O)=O)cc3)ccc2Cl)C1 (stereo unspecified),-1
C=C1C(=O)OC2C1CCC(C)C1C=CC(=O)C12C (stereo unspecified),6
COc1cc2c(c(OC)c1OC)-c1ccc(OC)c(=O)cc1C(N)CC2 (stereo unspecified),5
COCCCn1c(C)nnc1SCC(=O)Nc1cccc(C)c1,-8
O=C(N/N=C/c1cccc(OC(=O)c2cccc(Br)c2)c1)c1cccnc1,-8
CCCCc1c(C)c(C#N)c2nc3ccccc3n2c1NCCN(C)C,-2
O=[N+]([O-])c1cccc(C([O-])=C(C(=S)Nc2cccc3ccccc23)[n+]2ccccc2)c1,12
O=C(Nc1ccccc1)C1=C(c2ccccc2)S(=O)(=O)CCS1(=O)=O,3
COC(=O)C=C1CCC2C3CCC4=CC(=O)CCC4(C)C3C(=O)CC12C (stereo unspecified),-5
COc1ccc(CNc2ncc(-c3ccc(Br)cc3)n2C)cc1OC,11
COc1ccc(CC(C)NCC(O)c2ccc(O)c(NC=O)c2)cc1 (stereo unspecified),8
COc1cc(C=NO)nc(-c2ccccn2)c1,2
O=C(Nc1cc(Cl)cc2c1-c1ccc(Cl)cc1C2O)C(Cl)Cl (stereo unspecified),-3
CCCCn1c(N)c(N(CCOC)C(=O)CCCn2c(=O)oc3ccccc32)c(=O)[nH]c1=O,-1
c1ccc(NN=C2c3ccccc3-c3ccccc32)cc1,-7

# Sorted by value in PAFAH2 FP inh (high to low): three from the list above
canonical_smiles	PAFAH2 FP inh
O=[N+]([O-])c1cccc(C([O-])=C(C(=S)Nc2cccc3ccccc23)[n+]2ccccc2)c1	12
CCCCn1c(N)c(N(CCOC)C(=O)CCCn2c(=O)oc3ccccc32)c(=O)[nH]c1=O	-1
COC(=O)C=C1CCC2C3CCC4=CC(=O)CCC4(C)C3C(=O)CC12C (stereo unspecified)	-5

# Additional compounds
SMILES,PAFAH2 FP inh
C[C@@H]1CC=C[C@H]2[C@H]1C(=O)N(Cc1ccccc1)[C@H]2c1ccc2ccccc2c1Br,-9
CC(Oc1ccc(Br)cc1Br)C(=O)Nc1cccnc1Cl (stereo unspecified),-2
CCOc1ccc(Br)cc1S(=O)(=O)N1CCSC1,-5
NC(=O)c1ncn([C@@H]2O[C@H](CNS(=O)(=O)c3cc(S(=O)(=O)c4ccccc4)cs3)[C@@H](O)[C@H]2O)n1,-2
COc1ccc(S(=O)(=O)c2c[nH]c(=S)[nH]c2=O)cc1Cl,-5
S=C(NCc1cccs1)NCC1CCCO1 (stereo unspecified),8
O=C(Cc1cccs1)Nc1ccccc1,6
CCOC(=O)c1c(NC(=S)Nc2ccc(Cl)cc2)sc(C)c1C,-2
O=C(CSc1nc2ccccc2n1CCc1ccccc1)c1ccc(O)c(O)c1,55*
COc1ccc(CNCc2cccc3ccccc23)cc1,-7

# PAFAH2 FP inh: what is marked active above
SMILES,PAFAH2 FP inh
COc1ccc2c(c1)c1ccc3c(c1n2C)C(=O)C=CC3=O,36*
O=C(CSc1nc2ccccc2n1CCc1ccccc1)c1ccc(O)c(O)c1,55*

# (list continues)
SMILES,PAFAH2 FP inh
Cn1c(=O)c2[nH]c(CCCc3nc4ccccc4[nH]3)nc2n(C)c1=O,-1
COc1cc(NS(=O)(=O)c2ccc(NC(=S)NC(=O)/C=C/c3ccco3)cc2)ncn1,27
Cc1ccc(Sc2c(O)c3ccccc3n(C)c2=O)cc1,-2
CCCc1cc(Nc2ccc(C)cc2)n2ncnc2n1,-5
CC1CCCC(NC(=O)CN2C(=O)NC(C)(c3ccccc3)C2=O)C1C (stereo unspecified),0
CC(C)C[C@@H](CNCC(=O)[C@H](Cc1c[nH]c2ccccc12)NC(=O)c1[nH]cnc1C(=O)N[C@@H](C)CN)NC(=O)c1nc[nH]c1C(=O)N[C@@H](C)C(=O)O,1
O=C(CC12CC3CC(C1)CC(CC(=O)NC1=NCCS1)(C3)C2)NC1=NCCS1,5
S=c1nc(NCc2ccc3c(c2)OCO3)c2ccccc2[nH]1,2
CCOC(=O)[C@H]1[C@H]2COc3ccc(C)cc3[C@@H]2N2C(=O)CN(C)C(=O)[C@@]12C,-4
O=C(CN1CCN(S(=O)(=O)c2ccc3c(c2)OCCO3)CC1)Nc1ccccc1Br,-3
CC(C)C[C@@H](CNCC(=O)[C@H](Cc1c[nH]c2ccccc12)NC(=O)c1[nH]cnc1C(=O)N[C@@H](C)CN)NC(=O)c1nc[nH]c1C(=O)N[C@@H](CC(=O)O)C(=O)O,-1
C=CCSc1nc(-c2ccc(OC)cc2)c(C#N)c(=O)n1CC=C,-2
BrC(=C\c1ccccc1)/C=N/n1cnnc1,-4
CC1CN(C(=S)Nc2ccccc2)C(C)CN1C=O (stereo unspecified),1
Cc1ccc(-c2c(=O)n(O)c3ccccc3[n+]2[O-])cc1,1
CN(CCc1ccccc1)C(=O)c1cccc(NC(=O)Cc2cccc(NC(=O)C3CCN(C(=O)C4CCCC4)CC3)c2)c1,-6
CSc1ccc(CN(C)C(=O)c2ccc(S(=O)(=O)Nc3c(C)n(C)n(-c4ccccc4)c3=O)cc2)cc1,4
O=C(COc1ccccc1)Nc1nnc(COc2ccccc2)s1,0
Cc1cc(=O)[nH]c2c(C)cc(S(=O)(=O)N3CCCCC3)cc12,4
COc1ccc(NC(=O)c2ccccc2NC(=O)C2CCCCC2C(=O)O)cc1 (stereo unspecified),0
O=C(NNC(=O)c1ccc2ccccc2c1)c1ccc(Cl)cc1,3
Cc1cc(=O)oc2cc(OCC(=O)Nc3ccc(F)cc3F)ccc12,-1
O=C(CSc1c2c(nc3ccc(Cl)cc13)CCCC2)N1CCN(C(=O)c2ccco2)CC1,1
O=C(NCC1(N2CCCCC2)CCCCC1)c1cccc(S(=O)(=O)Nc2ccccc2Cl)c1,2
CCCN1C(=O)/C(=C\C=C2\N(CC)c3ccccc3C2(C)C)SC1=S,-1
O=C(NCCc1ccc2c(c1)OCCO2)c1cc(S(=O)(=O)N2CCCC2)ccc1Br,-8
O=C(O)c1ccc(N2C(=O)c3cccc4cccc(c34)C2=O)cc1,-3
COc1ccccc1C(CNC(=O)C1CCN(C(=O)Nc2ccccc2)CC1)N1CCCC1 (stereo unspecified),5
O=C1C2C3C=CC(O3)C2C(=O)N1N=Cc1ccc2c(c1)OCO2 (stereo unspecified),1
COCc1nc2oc3ccc(F)cc3c(=O)c2cc1C(=O)OC,-3
C/C(=N\NC(=O)c1sccc1C)c1cccnc1,-3
O=C1C=CC(=O)N1c1ccc2c(c1)C(NC(=O)C(F)(F)F)c1ccccc1-2 (stereo unspecified),-27
COc1ccc(-n2nc(C(=O)NCC(=O)NCc3ccc(F)cc3)c3ccccc3c2=O)c(OC)c1,-10
COc1ccc(S(=O)(=O)N/N=C\c2ccc3c(c2)OCO3)c(OC)c1,-4
Cn1c(=O)c2[nH]c(CCCCCCCCc3nc4ccccc4[nH]3)nc2n(C)c1=O,-4
O=c1c(Br)c(Br)cnn1-c1ccccc1,8
Cc1ccc(S(=O)(=O)Nc2c(C)cc([N+](=O)[O-])cc2C)cc1,5
COc1cccc(CC(=O)Nc2ccc(F)c(S(=O)(=O)N3CCOCC3)c2)c1,-7
Cc1csc(N2C(=O)C3C4CCC(O4)C3C2=O)n1 (stereo unspecified),1
O=C(O)/C=C/c1cnn(-c2ccccc2)c1,-2

# Part of the list above in order of SMILES length, low to high.
SMILES,PAFAH2 FP inh
CCOc1ccc(Br)cc1S(=O)(=O)N1CCSC1,-5
O=C1C2C3C=CC(O3)C2C(=O)N1N=Cc1ccc2c(c1)OCO2 (stereo unspecified),1
COc1cc2c(c(OC)c1OC)-c1ccc(OC)c(=O)cc1C(N)CC2 (stereo unspecified),5

# In another format: results already given
> C=C1C(=O)OC2C1CCC(C)C1C=CC(=O)C12C (stereo unspecified)
  PAFAH2 FP inh: 6
> COc1cc2c(c(OC)c1OC)-c1ccc(OC)c(=O)cc1C(N)CC2 (stereo unspecified)
  PAFAH2 FP inh: 5

# Next part
SMILES,PAFAH2 FP inh
O=C(CN1C(=O)C2CCCN2c2ncc(Cl)cc21)NCc1ccc2c(c1)OCO2 (stereo unspecified),-9
Cc1ccc(C(=O)N2CCN(C/C=C/c3ccccc3)CC2)cc1S(=O)(=O)N1CCOCC1,4
O=P(Cc1ccccc1)(Cc1ccccc1)c1ccccc1,3
O=C(Cc1cccc(NC(=O)C2CCN(S(=O)(=O)c3cccc([N+](=O)[O-])c3)CC2)c1)Nc1cccc(C(=O)N2CCOCC2)c1,2
N#C/C(=C\c1ccc[nH]1)C(=O)Nc1ccccc1F,-5
O=C1C=CC(=Nc2ccc3c(c2)Cc2cc(F)ccc2-3)O1,1
CCOP(=O)(C1=C(O)C(=O)C(C(C)(C)C)=CC1=O)c1ccccc1 (stereo unspecified),12
O=C1NC(=O)C2(CCCCC2)N1,1
CN(C)S(=O)(=O)c1ccc(NC(=O)Cn2nc(-c3ccc4c(c3)OCCO4)ccc2=O)cc1,7
C[C@]12CCC(=O)C=C1C=C[C@@H]1[C@@H]2CC[C@@]2(C)[C@H]1CC[C@@]21CCC(=O)O1,1
O=C(Nc1cc(S(=O)(=O)N2CCCCC2)ccc1N1CCOCC1)c1ccc(F)cc1,1
O=C1c2ccccc2C(=O)C1C(=O)C1CC1,1
COc1ccccc1/C=C1\C(=O)Nc2ccccc21,4
O=C(CCCCn1cnc2c(=S)nc[nH]c21)Nc1ccc(C(=O)O)c(O)c1,-4
Nc1ccccc1-c1ccc([N+](=O)[O-])cc1,6
CN1C[C@@H]2[C@@H]3C(=O)N(Cc4ccccc4)C(=O)[C@@H]3[C@](Cc3ccccc3)(C1=O)N2C(=O)c1ccccc1,-3
Cc1cc(Cl)ccc1NC(=S)Nc1ccccn1,-8
COc1ccccc1-n1nnnc1SCC(=O)N(CC(C)C)C1CCS(=O)(=O)C1 (stereo unspecified),-2
Cc1cccc(NS(=O)(=O)c2cccc(C(=O)NCC3(N4CCOCC4)CCCCC3)c2)c1,2
Nc1nc(N)c(-c2cccc(C(F)(F)F)c2)c(Cc2cccc(C(F)(F)F)c2)n1,4
Cc1c(Cl)cccc1NC(=O)C1CC(=O)N(C2CCCC2)C1 (stereo unspecified),2
CCC(C)(C)NC(=O)C(c1cccnc1)N(CCOC)C(=O)Cn1nnc2ccccc21 (stereo unspecified),4
Cc1ccc(C)c(C(=O)CN2C(=O)NC3(CCCCCC3)C2=O)c1,4
Cc1ccc(NC(=O)CN2C(=O)N/C(=C\c3cccn3-c3cccc(C(=O)O)c3)C2=O)cc1,9
COc1ccccc1NS(=O)(=O)c1ccc(C(=O)NCCCN2CCOCC2)cc1,6
CNc1ncnc2c1cnn2C1CCCCO1 (stereo unspecified),-1
OC1c2cc(Cl)ccc2-c2c(Cl)cc(Cl)cc21 (stereo unspecified),0

# High-throughput results (PubChem)
